Mito fusion act = inhibitors of mitochondrial division or activators of mitochondrial fusion; S. cerevisiae fusion-defective mutant growth rescue, CellTiterGlo 48 h; Potency, µM (top dose mostly 46.1 µM), for inactives: top-dose growth rescue (activation), actives largely listed as activators; 320,000 compounds, 0.23% hits; AID 485298;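 note: potency is the fitted concentration of half-maximal effect; % of control where 0% means no effect; nearly all actives have a fitted effect of over 45% in size; temperature-sensitive fusion mutants such as fzo1-1 at 37 °C on non-fermentable ethanol glycerol medium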
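Compounds are tested for their ability to restore growth of mitochondrial fusion-defective yeast strains at non-permissive 37C in YPEG medium over 48 hours. Viability is quantified by luciferase luminescence.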
B2AR arrestin = beta2AR (human) beta-arrestin recruitment activity | beta-arrestin recruitment to beta2AR, cell-based reporter | Potency, µM (top dose mostly 46.1 µM), without a hit: top-dose activation, actives largely listed as activators | 330,000 compounds, 0.02% hits;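 note: potency is the fitted concentration of half-maximal effect; 0% = DMSO controls and full agonism = EC100 isoproterenol or metaproterenol; nearly all actives have a fitted effect of over 65% in size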
TSG101-PTAP inh = blocks PTAP/TSG101 interaction to inhibit HIV-1 budding; Q99816; Fluorescence polarization, FITC-PTAP peptide / Tsg101 binding; Potency, µM (top dose mostly 115 µM), for the others: top-dose activity change, negative = inhibition, most hits filed as inhibitors; 340,000 tested, under 10 active; active = well fitted inhibition curve with a large enough effect in the main read-out, with a control signal flat, not every such curve was filed as active; inconclusive = small, poorly fitted or top-dose-only effect, or effect the other way, or a change in a side signal; inactive = no such curve, though single readings can be large or run the other way; note: potency is the fitted concentration of half-maximal effect; % of control where 0% means no effect
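Fluorescence anisotropy tracks displacement of a FITC-tagged PTAP peptide (50 nM) from the Tsg101 binding domain (10 uM), following a 20 min room-temperature incubation at pH 7.5.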
TCR activator = activators of T cell receptors; AID 504894; Potency, µM (titrated, usually from 9.22 µM), for inactives: at the highest dose activation of IL-2 secretion, hits mostly activators; 330,000 tested, under 10 active; primary human leukocytes, anti-CD3, IL-2 HTRF, 48 h; note: % of control where 0% means no effect
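Activity was scored as IL-2 release from primary human leukocytes given only a TCR signal (a-CD3 beads) plus compound for 48 hr. Detection used a two-antibody HTRF format read at 665nm.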
USP2a inh = blocks human ubiquitin-specific protease USP2a. O75604. USP2 core, Ub-CHOP2 coupled fluorogenic reporter, 485/531. Potency, µM (doses to about 38.3 µM), for the others: at the highest dose activity change, negative = inhibition, actives largely listed as inhibitors. 330,000 compounds, 0.01% hits. AID 463254;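 note: potency is the fitted concentration of half-maximal effect; plate controls were DMSO wells for no effect and full inhibition by NEM control for full effect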
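Deubiquitinase activity read as fluorescence (485/531 nm) after Ub-CHOP2 cleavage activates the enterokinase reporter on its substrate; USP2 core 10nM, Ub-CHOP2 and substrate 25nM each, 30min compound preincubation then 60min RT; data normalized to NEM, curves fitted.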
uPA generation = inhibitors of cell surface uPA generation; cell surface uPA generation assay, qHTS; AID 540303; Potency, µM (titrated, usually from 38.3 µM), for the others: top-dose activity change, negative = inhibition, usual class: inhibitors; 330,000 compounds, 0.31% hits; active = well fitted inhibition curve with a large enough effect; inconclusive = small, poorly fitted or top-dose-only effect; inactive = no such curve, though single readings can be large or run the other way; tested in mouse RAW 264.7 cells; note: potency is the fitted concentration of half-maximal effect; % is set by controls: 0 for no effect and ±100 for the full control effect; nearly all actives have a fitted effect of over 55% in size
Chronic BCR inh = blocks chronic active B-cell receptor signaling; Potency, µM (highest dose often 46.1 µM), for inactives: at the top dose ratio change, negative = lower green/red ratio, most hits filed as inhibitors; 340,000 compounds, 0.05% hits; ABC-DLBCL IkBa-CBG/CBR reporter, luminescence ratio, 4 h; active = well fitted inhibition curve with a large enough effect in the signal ratio, with a control signal flat, not every such curve was filed as active; inconclusive = small, poorly fitted or top-dose-only effect, or effect the other way, or a change in a side signal; the % refers to the signal ratio;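 note: potency is the fitted concentration of half-maximal effect; plate controls were basal doxycycline-induced cells for no effect and cells given 10 µM MG132 for full effect; MG132 reads +100%, hits lower the ratio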
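TMD8 human ABC-DLBCL cells with doxycycline-inducible IκBα–green luciferase fusion and unfused red luciferase, in 0.5% FBS medium; compounds up to 46 uM, 4 h at 37C. Green/red luminescence ratio, filter-overlap corrected, fitted to concentration-response curves.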
ELG1 DNA repair = inhibitors of ELG1-dependent DNA repair in HEK293T cells. HEK293T ELG1-luciferase reporter, luminescence, 16 h; DNA damage induced by 5-fluorouridine. Potency, µM (titrated, usually from 46.1 µM), for the others: top-dose activity change, negative = inhibition, actives largely listed as inhibitors. 330,000 compounds, 2.3% hits; note: potency is the fitted concentration of half-maximal effect; % is set by controls: 0 for no effect and ±100 for the full control effect; nearly all actives have a fitted effect of over 55% in size
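DMSO vehicle served as the neutral condition. Each well held 2,000 cells given 5-fluorouridine plus compound; after 16 hr at 37 °C/5% CO2, ONE-Glo was added and luciferase measured 30 min later.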
Eya2 inh = Eya2 (human) phosphatase inhibition; Potency, µM (series often up to 76.9 µM), for inactives: at the top dose activity, negative = inhibition, most hits filed as inhibitors; 330,000 compounds, 0.006% hits; recombinant Eya2, OMFP fluorescence dephosphorylation (OMFP is methylfluorescein phosphate); note: potency is the fitted concentration of half-maximal effect; % is set by controls: 0 for no effect and ±100 for the full control effect
Target sequence (O00167 whole entry, looked up): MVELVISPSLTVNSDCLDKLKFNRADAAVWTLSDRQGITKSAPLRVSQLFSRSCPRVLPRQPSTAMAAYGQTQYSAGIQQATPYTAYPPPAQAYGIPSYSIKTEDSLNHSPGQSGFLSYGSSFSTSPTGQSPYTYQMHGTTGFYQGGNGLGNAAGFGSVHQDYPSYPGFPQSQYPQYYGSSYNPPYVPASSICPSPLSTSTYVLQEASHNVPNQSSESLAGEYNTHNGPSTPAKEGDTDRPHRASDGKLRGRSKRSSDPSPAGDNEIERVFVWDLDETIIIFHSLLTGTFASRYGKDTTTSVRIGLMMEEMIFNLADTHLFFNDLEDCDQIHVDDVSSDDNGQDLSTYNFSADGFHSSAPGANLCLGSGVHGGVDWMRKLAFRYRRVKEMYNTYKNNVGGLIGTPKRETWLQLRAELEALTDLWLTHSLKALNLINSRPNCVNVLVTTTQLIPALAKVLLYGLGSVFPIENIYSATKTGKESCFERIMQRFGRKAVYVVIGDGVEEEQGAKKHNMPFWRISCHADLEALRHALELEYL
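Eya2 protein (added as 0.2 uM solution) was preincubated with compound for 10 min at ambient temperature in 50 mM HEPES pH 7.5, 50 mM NaCl, 5 uM MgCl2, 0.05% BSA, 1 mM DTT. OMFP (added at 50 uM) then reacted 10 min; fluorescence read at 485/525 nm.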
TSHR antagonist = antagonists of human thyroid stimulating hormone receptor; P16473; TSHR-expressing cells, TSH-stimulated cAMP HTRF, 2 h; active compounds read low; activity change, negative = inhibition, % at 11.5 µM; 330,000 compounds, 0.2% hits; AID 504810;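 active = activity change below a set negative limit, meaning inhibition stronger than a set level, cut at about -70% in these data; inconclusive = activity change between two set negative limits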; note: % is set by controls: 0 for no effect and ±100 for the full control effect
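Freshly harvested TSHR cells receive pin-tooled compound, then EC80 TSH at 4nM final. After 2 hours at 37 deg C, antibody in lysis buffer and cAMP-d2 are added; 30 minutes at ambient temperature precede the HTRF read.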
Tb PFK block = inhibitors of T. brucei phosphofructokinase. T. brucei PFK, ADP-Glo luminescence. 330,000 compounds, 0.17% hits. Potency, µM (top dose mostly 57.5 µM), inactives show at the highest dose activity, negative = inhibition, hits mostly inhibitors. O15648;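 note: potency is the fitted concentration of half-maximal effect; 0% = uninhibited 1x PFK enzyme wells and -100% = no-enzyme wells; nearly all actives have a fitted effect of over 60% in size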
Target sequence (O15648 whole entry, looked up): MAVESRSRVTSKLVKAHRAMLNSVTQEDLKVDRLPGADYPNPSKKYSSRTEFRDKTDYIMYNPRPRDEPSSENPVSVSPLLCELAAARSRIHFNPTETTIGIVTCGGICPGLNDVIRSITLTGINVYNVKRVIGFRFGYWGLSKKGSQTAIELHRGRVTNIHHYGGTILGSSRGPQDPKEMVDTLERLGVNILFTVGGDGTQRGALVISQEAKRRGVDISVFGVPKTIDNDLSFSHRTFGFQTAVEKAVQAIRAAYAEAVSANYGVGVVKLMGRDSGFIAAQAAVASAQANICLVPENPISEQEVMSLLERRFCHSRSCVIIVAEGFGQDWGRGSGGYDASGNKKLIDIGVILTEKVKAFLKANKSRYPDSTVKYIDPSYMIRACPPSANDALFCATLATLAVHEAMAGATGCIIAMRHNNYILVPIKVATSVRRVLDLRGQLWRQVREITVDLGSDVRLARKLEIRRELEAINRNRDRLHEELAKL
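1.25 nM PFK with 0.5 mM F6P and 0.1 mM ATP in 0.1 M TEA pH 8.0, 5 mM MgCl2, incubated 45 min at room temperature; ADP measured by ADP-Glo luminescence; compounds titrated up to 57 uM.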
Numbers without * were called inactive; i = inactive; ? = inconclusive; / = no result given; [ ] = remark or other dose. Unless noted, calls come from the whole dose curve; as a rule, active = well fitted curve in the direction sought with a large enough effect; inconclusive = small, poorly fitted or top-dose-only effect, or another doubt; inactive = no such curve, though single readings can be large; an effect the other way counts as inactive or inconclusive.

Letter code: A = Mito fusion act; B = B2AR arrestin; C = TSG101-PTAP inh; D = TCR activator; E = USP2a inh; F = uPA generation; G = Chronic BCR inh; H = ELG1 DNA repair; I = Eya2 inh; J = TSHR antagonist; K = Tb PFK block
> Cc1ccc(C2Nc3ccccc3C(=O)N2Cc2ccco2)cc1 (configuration not stated)
  A = 0% | B = 0.2% | C = -5% | D = 3% | E = 3% | F = -9% | G = 0% | H = -4% | I = 4% | J = 2 | K = 0%

> O=[N+]([O-])c1cnc(Nc2ccccc2)nc1Nc1ccccc1
  A = -2% | B = 0.4% | C = -10% | D = 4% | E = 1% | F = -4% | G = 11% | H = 14% | I = 6% | J = 10 | K = 2%

> Cc1ccc(SCC(=O)Nc2ccc3c(c2)C(=O)NC3=O)cc1
  A = 4% | B = 0.5% | C = -2% | D = -2% | E = 4% | F = -9% | G = -2% | H = 3% | I = 9% | J = 20 | K = -13%

> Nc1ncnc2c1ncn2[C@H]1C[C@H](O)[C@@H](CO)O1
  A = -3% | B = -0.8% | C = 1% | D = -3% | E = -1% | F = 5% | G = ? | H = 0% | I = 4% | J = 0 | K = -2%

> CCN1C(=O)[C@H]2[C@H]3CN=C(SC)N3[C@@](CC)(C(=O)OC)[C@H]2C1=O
  A = / | B = -0.3% | C = -3% | D = 3%[46.1 µM] | E = 2% | F = -2% | G = -2% | H = 3% | I = -22% | J = 3 | K = 5%

> CC(=O)c1cccc(NC(=O)c2ccc3c(=O)n4c(nc3c2)CCCCC4)c1
  A = 3% | B = -0.1% | C = 1% | D = / | E = 0% | F = 1% | G = 7% | H = -20% | I = ? | J = -13 | K = 1%

> CCOc1ccccc1C(=O)Nc1cccc2cccnc12
  A = -7% | B = -0.4% | C = -5% | D = -20% | E = -2% | F = -4% | G = ? | H = 7% | I = 2% | J = -9 | K = 2%

> COC(=O)c1ccc(C(C(=O)NC2CCCCC2)N(Cc2ccccc2)C(=O)Cc2cccs2)cc1 (configuration not stated)
  A = -21% | B = -0.6% | C = 18% | D = -5%[46.1 µM] | E = 3% | F = 22% | G = -1% | H = 3% | I = 0% | J = -3 | K = 0%

> O=C1C2C(C(=O)N1/N=C/c1ccco1)C1C=CC2C12CC2 (configuration not stated)
  A = 0% | B = -1.0% | C = -7% | D = / | E = -1% | F = -6% | G = 1% | H = 0% | I = -10% | J = 10 | K = -4%

> COC(=O)CCC(=O)NNC(=O)C1CC1(c1ccccc1)c1ccccc1 (configuration not stated)
  A = 2% | B = -0.2% | C = -3% | D = 0% | E = 2% | F = -28% | G = 0% | H = 1% | I = -5% | J = 5 | K = -4%

> O=C(c1ccco1)N1CCN(Cc2nnc(-c3cccc(Br)c3)o2)CC1
  A = 13% | B = 0.1% | C = -7% | D = -3% | E = -2% | F = -4% | G = -1% | H = -28% | I = 3% | J = 14 | K = -6%

> COc1ccc(NC(=S)N(CCN2CCCCC2)Cc2ccco2)cc1
  A = -7% | B = -0.1% | C = -2% | D = 0% | E = 0% | F = -3% | G = -8% | H = 8% | I = ? | J = -1 | K = -2%

> O=C(c1ccccc1)c1cccc(NC(=O)c2ccco2)c1
  A = 15% | B = 0.1% | C = -1% | D = 3% | E = 3% | F = -2% | G = 1% | H = ? | I = 6% | J = -11 | K = 0%

> CN(c1cccc(Cl)c1)S(=O)(=O)c1cccc(C(=O)NN2CCOCC2)c1
  A = -2% | B = 0.1% | C = -1% | D = -13% | E = 2% | F = -5% | G = -4% | H = 12% | I = 15% | J = 7 | K = 3%

> COc1ccc(N(C)C(=O)Cc2c(C(=O)O)[nH]c3ccccc23)cc1
  A = -14% | B = -0.2% | C = -3% | D = -5% | E = 1% | F = 0% | G = 10% | H = 13% | I = -13% | J = 7 | K = 1%

> CCOC(=O)N1CCN(c2ncnc3c2[nH]c2ccc(OC)cc23)CC1
  A = -2% | B = -0.1% | C = -9% | D = 3% | E = 0% | F = -3% | G = 2% | H = ? | I = 2% | J = -6 | K = 3%

> FC(F)(F)c1cc(-c2ccc(Cl)cc2)nc2ncnn12
  A = 8% | B = 0.0% | C = -3% | D = -7% | E = 3% | F = 7% | G = -2% | H = 1% | I = 5% | J = -4 | K = -6%

> O=C(Nc1cc([N+](=O)[O-])ccc1N1CCOCC1)c1cccs1
  A = 0% | B = 0.1% | C = 0% | D = 11% | E = 1% | F = 2% | G = 9% | H = -2% | I = -19% | J = 12 | K = -8%

> c1ccn2c(SCc3ccc4c(c3)OCCO4)nnc2c1
  A = -4% | B = 13% | C = -3% | D = 0% | E = 0% | F = -24% | G = 0% | H = ? | I = 3% | J = 12 | K = -6%

> CCn1c(SCc2cccc(C)c2)nnc1-c1ccc(C)cc1
  A = -10% | B = -0.4% | C = -9% | D = -4% | E = 2% | F = / | G = 13% | H = -5% | I = -30% | J = -12 | K = -1%

4 entries from above, as comma-separated lines:
Compound,Mito fusion act,B2AR arrestin,TSG101-PTAP inh,TCR activator,USP2a inh,uPA generation,Chronic BCR inh,ELG1 DNA repair,Eya2 inh,TSHR antagonist,Tb PFK block
CN(c1cccc(Cl)c1)S(=O)(=O)c1cccc(C(=O)NN2CCOCC2)c1,-2%,0.1%,-1%,-13%,2%,-5%,-4%,12%,15%,7,3%
COc1ccc(N(C)C(=O)Cc2c(C(=O)O)[nH]c3ccccc23)cc1,-14%,-0.2%,-3%,-5%,1%,0%,10%,13%,-13%,7,1%
CCOC(=O)N1CCN(c2ncnc3c2[nH]c2ccc(OC)cc23)CC1,-2%,-0.1%,-9%,3%,0%,-3%,2%,?,2%,-6,3%
FC(F)(F)c1cc(-c2ccc(Cl)cc2)nc2ncnn12,8%,0.0%,-3%,-7%,3%,7%,-2%,1%,5%,-4,-6%

Following part
Letter code: A = Mito fusion act; B = B2AR arrestin; C = TSG101-PTAP inh; D = TCR activator; E = USP2a inh; F = uPA generation; G = Chronic BCR inh; H = ELG1 DNA repair; I = Eya2 inh; J = TSHR antagonist; K = Tb PFK block
> COC(=O)c1ccsc1-n1cc(C#N)c(=O)n(C)c1=O
  A = 14% | B = -0.3% | C = -2% | D = -4% | E = -1% | F = -6% | G = -20% | H = 10% | I = 7% | J = 9 | K = -3%

> Cc1cccc(NS(=O)(=O)c2nnc(NC(=O)c3ccc(C)c(C)c3)s2)c1
  A = 3% | B = -0.5% | C = -4% | D = 3% | E = 1% | F = -17% | G = 21% | H = 16% | I = 6% | J = -3 | K = -1%

> OCCC1CN(Cc2nc(-c3ccc(F)cc3)cs2)CCN1CCc1ccccc1 (configuration not stated)
  A = 11% | B = -0.5% | C = -8% | D = -5% | E = 3% | F = -1% | G = 11% | H = ? | I = 8% | J = 5 | K = -2%

> Cc1cc(C(=O)CSc2nc3ccccc3c(=O)n2C)c(C)n1Cc1ccc2c(c1)OCO2
  A = 3% | B = 0.3% | C = -6% | D = / | E = -7% | F = -3% | G = -4% | H = ? | I = -5% | J = i | K = -2%

> Cc1ccc(NC(=S)NC2CC3CCCC(C2)N3Cc2cccs2)cc1 (configuration not stated)
  A = 0% | B = 0.2% | C = -7% | D = -18% | E = 2% | F = -16% | G = 4% | H = 3% | I = 10% | J = 9 | K = -7%

> COC(=O)c1ccc2[nH]c(C)cc(=O)c2c1
  A = -1% | B = 0.8% | C = -3% | D = 9% | E = 1% | F = 4% | G = 1% | H = 11% | I = -1% | J = -3 | K = -2%

> CCCCCn1c(CCCNC(=O)CC)nc2ccccc21
  A = -2% | B = -0.7% | C = -3% | D = 2%[46.1 µM] | E = -1% | F = -3% | G = 2% | H = -16% | I = -8% | J = -20 | K = 0%

> CSc1nnc([C@@H](NC(=O)OC(C)(C)C)C(C)C)o1
  A = -1% | B = 0.1% | C = 0% | D = -12% | E = 3% | F = 1% | G = 11% | H = 4% | I = -5% | J = -1 | K = -4%

> COc1ccc(OCc2cc(C(=O)N3C[C@@H](C)O[C@@H](C)C3)no2)c(Cl)c1
  A = -7% | B = -0.2% | C = -3% | D = -2% | E = 0% | F = -2% | G = ? | H = ? | I = -5% | J = 7 | K = -1%
